# BL2 CD40 inh: inhibitors of CD40-induced NF-kB signaling, primary screen, BL2 cells, luciferase reporter, single point; 0.94% of 83,000 active; CD40L-induced, 4 h; inhibition, % at 10 µM;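 active = mean inhibition of at least 50% with a set share of replicates also reaching that level; inconclusive = no clear call, values can overlap the other calls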;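 note: 0% = neutral control wells and 100% = IKK inhibitor VII at 50 µM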
# * hit, by the source's call; ? = inconclusive; [ ] = remark or other dose. These rows are one share of the data; the hit share may differ from the screen's.
SMILES,BL2 CD40 inh
COc1ccc(CNC(=O)C[C@H]2C=C[C@@H](NC(=O)c3ccc4c(c3)OCO4)[C@H](CO)O2)cc1,7.7
NC(c1ccccc1)c1csc(NC(=O)Nc2cccc(C(F)(F)F)c2)n1 (stereo not drawn),75.0*
CC(=O)Nc1ccc(OC(=O)CC2SC(=O)NC2=O)cc1 (stereo not drawn),16.5
CCOC(=O)C1CCN(C(=O)COC(=O)c2ccccc2OCC)CC1,-10.5
COc1ccc(CC(=O)Nc2nccs2)cc1S(=O)(=O)N1CCOCC1,11.2
CCOc1cc(OCC)c(C(C)=O)cc1OCC,3.1
Clc1ccc2nnc(Cl)n2n1,7.8
Nc1ncncc1-c1ccc(F)cc1,3.7
O=C(COc1ccc(Oc2ccccc2)cc1)NC1CCS(=O)(=O)C1 (stereo not drawn),4.5
COc1ccc(CCNS(=O)(=O)c2cc3c4c(c2)CCN4C(=O)CC3)cc1OC,0.8
O=C(Nc1nccs1)NC(C(F)(F)F)C(F)(F)F,-0.1
CO[C@@H](CN(C)C(=O)C1CC1)[C@@H](C)CN(C(=O)Nc1ccc(C(F)(F)F)cc1)[C@H](C)CO,0.4
O=[N+]([O-])c1ccc(C[n+]2cccc3c4ccccc4ccc32)cc1,12.6
CCCNC(=O)N1[C@@H](CO)[C@@H](c2ccccc2)[C@@H]1CNC(C)=O,2.3
Cc1nc(-c2ccccc2)nn1-c1ccc([N+](=O)[O-])cc1,-65.6
Cc1cc(NC2=CC(=O)C(=O)c3ccccc32)no1,5.0
O=C(C[C@@H]1C=C[C@@H](NC(=O)Nc2ccc3c(c2)OCO3)[C@H](CO)O1)NCc1ccccc1,1.2
CC12CCC(=O)N1C(C(=O)Nc1nc(-c3cc(F)ccc3F)cs1)CS2 (stereo not drawn),2.7
CNc1ccccc1C(C)(C)c1cc(-c2cccc(OC)c2)no1,19.9
CN(C[C@H]1N[C@@H](CO)[C@H]1c1ccc(-c2cccnc2)cc1)C(=O)CC1CC1,4.7[25 µM]
O=C(CN1c2cccc3cccc(c23)S1(=O)=O)NCCc1ccccc1,4.1
COc1ccc2c3c(n(C)c2c1)[C@H](CO)NCC31CN(CC2CCOCC2)C1,-6.3[25 µM]
Cc1cc(Cl)ccc1OCCCC(=O)NCc1ccncc1,8.2
CC(C)NS(=O)(=O)c1ccc(OCC(=O)NC(C)c2ccccc2)cc1 (stereo not drawn),6.5
Cn1c(=O)c2ncn(CC(=O)Nc3nc(-c4ccc(Cl)cc4)cs3)c2n(C)c1=O,12.7
O=C(Cc1cccnc1)N1CC(=O)N2[C@H](C1)[C@H](c1ccc(C#CC3CCCCC3)cc1)[C@@H]2CO,-8.2[25 µM]
O=C(NCC1CCCN1S(=O)(=O)c1cccs1)c1cccc([N+](=O)[O-])c1 (stereo not drawn),-5.5
O=C(O)c1ccc([N+](=O)[O-])cc1Sc1ccsc1,1.1
Cn1nnc(NC(=O)c2cccc(OCc3ccccc3)c2)n1,-6.5
COc1ccc(-c2ccc3n(c2=O)C[C@@H]2[C@@H](CO)[C@H](C(=O)N(C)C)[C@H]3N2Cc2cncnc2)cc1,-6.3[25 µM]
COc1ccc(NC(=O)CSc2nnc3ccc(-c4ccccn4)nn23)c(OC)c1,-1.2
CN(C)C(=O)c1cccc(-c2ccc(C3[C@@H]4CN(Cc5cocn5)C[C@H]3N4)cc2)c1 (stereo partly drawn),11.7[25 µM]
CN(CC(=O)Nc1cccc(F)c1)C(=O)Cn1cnc2c1c(=O)n(C)c(=O)n2C,10.1
CCS(=O)(=O)NCC[C@@H]1CC[C@@H](NS(=O)(=O)c2ccccc2C)[C@H](CO)O1,3.8[25 µM]
CCOc1ccc2c(C)c(C(=O)O)oc2c1OCC,15.9
CCOC(=O)CNC(=O)C(CC(C)C)NC(=O)C1CCCCC1 (stereo not drawn),10.7
O=C(CN1C(=O)C(=O)N(C2CCCC2)C1=O)NCCc1ccc(Cl)cc1Cl,0.3
COc1ccc(S(=O)(=O)N2CCN(C(=O)C3CC3)CC2)cc1,17.8
COC(=O)c1c(NC(=O)CCN2CCOCC2)sc2c1CCCC2,3.8
Cc1ccc(S(=O)(=O)N2CCCCC2)cc1NC(=O)CCCOc1ccccc1,5.5
COc1ccc(-c2nnc(SC3CCOC3=O)n2C2CCCCC2)cc1OC (stereo not drawn),1.2
CC1(C2CCC3C4CCC5CC6(CCC5(C)C4C(=O)CC32C)OCCO6)OCCO1 (stereo not drawn),9.4
COc1ccc(OCCCC(=O)N(C)CC(=O)Nc2c(C)cccc2C)cc1,-11.2
Fc1ccc2nc(Nc3nc4c(s3)CCCC4)sc2c1,-132.3
Cc1ccc(S(=O)(=O)N(C)C[C@H]2OCc3cn(nn3)CCCC(=O)N([C@H](C)CO)C[C@H]2C)cc1,-3.2

# In the list so far, four have a Cl atom.
SMILES,BL2 CD40 inh
Clc1ccc2nnc(Cl)n2n1,7.8
Cc1cc(Cl)ccc1OCCCC(=O)NCc1ccncc1,8.2
Cn1c(=O)c2ncn(CC(=O)Nc3nc(-c4ccc(Cl)cc4)cs3)c2n(C)c1=O,12.7
O=C(CN1C(=O)C(=O)N(C2CCCC2)C1=O)NCCc1ccc(Cl)cc1Cl,0.3

# Next part
SMILES,BL2 CD40 inh
COc1ccc(NC(=O)N(C)C[C@@H]2OCc3cnnn3CCCC(=O)N([C@@H](C)CO)C[C@@H]2C)c(OC)c1,-7.8[25 µM]
CC(C)CNC1CS(=O)(=O)CC1O (stereo not drawn),10.5
O=C(NCC1CCCO1)c1ccc(NS(=O)(=O)c2cccs2)cc1 (stereo not drawn),-1.3
COc1ccc(S(=O)(=O)N(C)C[C@H]2OCCCC[C@@H](C)Oc3ccc(NC(=O)Cc4ccccc4)cc3C(=O)N([C@@H](C)CO)C[C@@H]2C)cc1,13.9[25 µM]
CC(=O)N(C)C[C@H]1Oc2ccc(NS(C)(=O)=O)cc2CC(=O)N(C)C[C@@H]1C,-1.1
O=c1[nH]c2cccc(Cl)c2c2ccccc12,9.9
O=C(NC(Cc1ccccc1)C(=O)N1CCCCCC1)c1ccccc1 (stereo not drawn),7.1
COc1ccc(-c2ccc3c(c2)[C@@H]2[C@@H](CCN2C(=O)c2cccc(F)c2)[C@H](CO)N3C)cc1,-6.5[25 µM]
C[C@H](NC(=O)C[C@H]1C[C@H]2c3cc(NS(=O)(=O)c4ccc(F)cc4)ccc3O[C@H]2[C@H](CO)O1)c1ccccc1,4.8[25 µM]
CN(C(=O)CN1C(=O)NC(c2ccccc2)(c2ccccc2)C1=O)C1CCS(=O)(=O)C1 (stereo not drawn),0.8
O=C(Nc1cccc([N+](=O)[O-])c1)Nc1ccc2c(c1)OCCO2,-74.8
O=C1CC(c2ccccc2)n2ncnc2N1 (stereo not drawn),3.1
O=C(Nc1ccc(Oc2cccnc2)cc1)C1CCCCN1Cc1ccc(CO)o1 (stereo not drawn),-3.5
CC1CN(C(=O)CCC(=O)N2CCCCC2)c2ccccc2O1 (stereo not drawn),7.7
O=C(NCCNC1CCC(c2ccccc2)CC1)c1cccs1 (stereo not drawn),3.5
CO[C@H]1CN(C)C(=O)c2cc(NC(=O)C3CCC3)ccc2OC[C@@H](C)N(Cc2nccs2)C[C@H]1C,-5.5
CN(CC(=O)Nc1ccc(C(N)=O)cc1)S(=O)(=O)c1ccc2c(c1)OCCO2,-1.3
CC(C)C#Cc1ccc([C@H]2[C@H]3CN(C(=O)Cc4ccccc4)CC(=O)N3[C@H]2CO)cc1,9.2[25 µM]
C[C@@H]1CN([C@H](C)CO)C(=O)CCCn2cc(nn2)CO[C@@H]1CN(C)C(=O)Nc1ccc(-c2cccs2)cc1,-16.0[25 µM]
COc1ccc(NC(=O)Cn2c(-c3ccccc3)cc(C(C)=O)c2C)c(OC)c1,-0.7
CCC1(c2ccc(Cl)cc2)NC(=O)N(CC(=O)NC2(C#N)CCCCC2)C1=O (stereo not drawn),15.4
COc1ccc2c3c(n(C)c2c1)[C@@H](CO)N(C(=O)Cc1ccccn1)CC31CN(CC2CCCC2)C1,6.6
O=C(CN1C(=O)NC2(CCCCC2)C1=O)Oc1ccc2ccc(=O)oc2c1,16.1
O=C(CNC(=O)c1ccccc1F)NCC(c1cccs1)N1CCOCC1 (stereo not drawn),-2.5
CC(C)[C@H](NC(=O)c1ccc(Cl)cc1)C(=O)OCC(=O)N1CCN(c2ccccc2)CC1,4.8
CCN(CC)C(CNC(=O)CSc1nnnn1-c1c(C)cccc1C)c1ccco1 (stereo not drawn),6.7
CC(=O)N1CN(Cc2ccccn2)Cc2c1sc1c2CCCC1,-2.5
COc1ccc(-n2ncc3c(NCc4cccnc4)ncnc32)cc1,-85.3
CCOc1ccccc1C=NNC(=O)C(=O)NN=Cc1ccccc1OCC,14.2
Cc1cc(=O)oc2cc(OC(C)C(=O)N3CCOCC3)c(Cl)cc12 (stereo not drawn),0.7
CCOC(=O)N1CCN(S(=O)(=O)c2ccc(C(=O)Nc3nnc(C4CC4)o3)cc2)CC1,11.0
O=C(Nc1cccc2ccccc12)c1cnccn1,-115.7
CCOC(=O)c1cn2ccc(C)cc2n1,-45.2
C=C(C)C1CCC(C)=C1COC(=O)Nc1ccccc1 (stereo not drawn),-1.4
Cc1ccc(S(=O)(=O)N2CCCCC2CCNC(=O)C(=O)NCc2ccccc2C)cc1 (stereo not drawn),12.4
COc1ccccc1Nc1nc(-c2c(C)[nH]c3ccccc23)cs1,-8.0
O=C(Nc1cccc(S(=O)(=O)N2CCOCC2)c1)c1c2c(nc3ccccc13)CCC2,8.2
CC(C)C(N)c1csc(NC(=O)Nc2ccc(OC(F)(F)F)cc2)n1 (stereo not drawn),5.7
CNc1nc(C)c(C#N)cc1C(C)=O,-4.4
CC(=O)N1CC2(C1)[C@H](c1ccccc1)[C@H](CO)N2C(=O)Cc1ccccc1,-0.9[25 µM]
Cc1nnc(NCc2ccccc2)c2ccccc12,6.6
CN(Cc1nc(-c2ccccn2)no1)S(=O)(=O)c1ccc(Cl)cc1,20.7
CNCC(O)Cn1c(C(F)(F)F)nc2ccccc21 (stereo not drawn),3.2
CC(=O)NC(=S)NNC(=O)C(c1ccccc1)c1ccccc1,8.2
N#C[C@@H]1[C@@H](c2ccccc2)[C@H](CO)N1C(=O)CN1CCOCC1,?

# BL2 CD40 inh, hit marks shown above.
SMILES,BL2 CD40 inh
NC(c1ccccc1)c1csc(NC(=O)Nc2cccc(C(F)(F)F)c2)n1 (stereo not drawn),75.0*

# Later entries:
SMILES,BL2 CD40 inh
COc1cccc(-c2ccc([C@@H]3[C@@H](CO)N4C(=O)CN(C(=O)c5cccnc5)C[C@@H]34)cc2)c1,-3.8[25 µM]
CC1CN(S(=O)(=O)c2cc(C(=O)N(CCc3ccccc3)Cc3ccccc3)ccc2Cl)CC(C)O1 (stereo not drawn),-4.9
O=C(CSc1nc(=O)n2ccccc2n1)Nc1ccc2c(c1)OCCO2,-14.0
CCCCN(C(=O)NC(=O)Nc1cc(C)ccc1C)S(C)(=O)=O,16.3
C[C@@H]1CCCCO[C@@H](CN(C)C(=O)Nc2ccc3c(c2)OCO3)[C@H](C)CN([C@H](C)CO)C(=O)c2cc(NS(=O)(=O)c3cccs3)ccc2O1,-4.3
CO[C@H]1CC[C@H]2CCOc3c(C#N)cccc3C(=O)N(C)CC3(CCCCC3)CC(=O)N(C)C[C@H]1O2,-3.6[25 µM]
COc1ccccc1CNC(=O)COC(=O)c1nc(Cl)ccc1Cl,-1.4
COc1cccc(-c2c(C(=O)N/N=C/c3ccoc3)nnn2-c2nonc2N)c1,12.0
O=C(/C=C/c1cccs1)c1cc(Cl)ccc1O,-12.3
Cc1ccc(SCC(=O)OCC(=O)NCCc2ccc(S(N)(=O)=O)cc2)c(C)c1,0.4
O=C(Cn1ccc2cc(S(=O)(=O)N3CCCCC3)ccc21)NCc1ccccc1F,-0.1
CCOc1ccccc1NC(=O)CNS(=O)(=O)c1ccc2nc(C)sc2c1,9.2
c1ccc(CCc2nn3c(-c4ccncc4)nnc3s2)cc1,19.8
CN1CCN(c2ccc(CNS(=O)(=O)Cc3ccc(Cl)cc3)cc2)CC1,-1.4
CC(=O)N1c2ccc(S(=O)(=O)NCCC(=O)N(C)Cc3ccccc3)cc2CC1C (stereo not drawn),-7.6

# Filtered by structure: the entries above containing a CF3 group (5)
SMILES,BL2 CD40 inh
NC(c1ccccc1)c1csc(NC(=O)Nc2cccc(C(F)(F)F)c2)n1 (stereo not drawn),75.0*
O=C(Nc1nccs1)NC(C(F)(F)F)C(F)(F)F,-0.1
CO[C@@H](CN(C)C(=O)C1CC1)[C@@H](C)CN(C(=O)Nc1ccc(C(F)(F)F)cc1)[C@H](C)CO,0.4
CC(C)C(N)c1csc(NC(=O)Nc2ccc(OC(F)(F)F)cc2)n1 (stereo not drawn),5.7
CNCC(O)Cn1c(C(F)(F)F)nc2ccccc21 (stereo not drawn),3.2

# Further records.
SMILES,BL2 CD40 inh
COc1cccc(NC(=O)N2[C@@H](CO)[C@@H](c3ccccc3)[C@@H]2CNCC(C)C)c1,17.5[25 µM]
Cc1ccc(NC(=O)CCN2C(=O)c3ccccc3S2(=O)=O)cc1F,6.7
CN(C)C(=O)[C@H]1[C@H](CO)[C@H]2Cn3c(ccc(C4=CCCCC4)c3=O)[C@@H]1N2Cc1ccncc1,-3.3[25 µM]
N#Cc1ccccc1Sc1ccccc1N,5.6
COC(=O)C[C@@H]1C[C@H]2c3cc(NS(C)(=O)=O)ccc3O[C@H]2[C@@H](CO)O1,-0.9[25 µM]
CC1(C)CC(N(Cc2ccc(F)cc2)C(=O)c2ccc(F)cc2)CCO1 (stereo not drawn),13.0

# Reformatted with each value named: entries from further up.
Molecule: Cc1ccc(NC(=O)CCN2C(=O)c3ccccc3S2(=O)=O)cc1F
  BL2 CD40 inh: 6.7

Molecule: N#Cc1ccccc1Sc1ccccc1N
  BL2 CD40 inh: 5.6

# Bioassay records as filed in PubChem BioAssay.
